# M. tuberculosis: growth inhibition of non-replicating M. tuberculosis (AID 488890); actives 0.39% (n = 320,000); Mycobacterium tuberculosis non-replicating, growth inhibition; higher % means a stronger effect; one-dose inhibition, % at 25 µM; IC50 in µM for titrated hits; in the data active = a potency from the dose series; inconclusive = inhibition mostly from about 82% at the one dose, without a potency; inactive = the rest, 99 in 100 with inhibition below about 76%;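 also: plate controls were DMSO cells for no effect and high antibiotic wells for full effect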
# H1N1 NS1A inhibition: NS1A inhibition, H1N1 influenza, cell based functional assay (AID 504329); actives 0.3% (n = 340,000); NS1A functional cell-based assay, percent inhibition; higher % means a stronger effect; one-dose inhibition, % at 12.5 µM; IC50 in µM for titrated hits; in the data active = a potency from the dose series; inconclusive = inhibition above about 27% without an active follow-up result; also: strong numbers were not always called active
# Salmonella PhoP GFP: Inhibition of PhoP regulon, Salmonella typhi GFP reporter cells, confirmation, 4 h (AID 1850); inhibition, % at 50 µM; hits with a dose series show IC50 in µM; actives 0.33% (n = 310,000); Salmonella Typhi PhoP-promoter GFP reporter, fluorescence, 4 h; higher % means a stronger effect; in the data active = a potency from the dose series; inconclusive = inhibition mostly from about 25% at the one dose, without a potency; inactive = the rest, 99 in 100 with inhibition below about 19%;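 also: 0% = induced wells with vehicle and 100% = uninduced wells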
# H37Rv inhibition: M. tuberculosis growth inhibition, HTS (AID 449762) | M. tuberculosis H37Rv growth inhibition, 7H9 media; higher % means a stronger effect | inhibition, % at 25 µM, or IC50 in µM where a hit was titrated | actives 0.59% (n = 330,000); in the data active = a potency from the dose series; inconclusive = inhibition above about 70% without an active follow-up result;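 also: bacterial growth assessed after seven days of incubation; strong numbers were not always called active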
# VEEV TC-83 Vero: inhibitors of VEEV TC-83 cytopathic effect, confirmation, Vero cells (AID 588727); inhibition, % at 20 µM; hits with a dose series show IC50 in µM; Vero cells, VEEV TC-83 cytopathic effect inhibition; higher % means a stronger effect; actives 0.13% (n = 350,000); in the data active = a potency from the dose series; inconclusive = inhibition mostly from about 14% at the one dose, without a potency; inactive = the rest, 99 in 100 with inhibition below about 12%; also: strong numbers were not always called active
# VEEV TC-83 Vero 10K pilot screen: recorded beside VEEV TC-83 Vero, whose call it bears; inhibition, %; measured here: 10K pilot screen inhibition
# An asterisk follows results filed as active; i = inactive; ? = inconclusive; . = not tested or not shown.
# Start of the listing, in advance (2 entries):
SMILES,M. tuberculosis,H1N1 NS1A inhibition,Salmonella PhoP GFP,H37Rv inhibition,VEEV TC-83 Vero,others
Cc1ccc(NC2=C(Cl)C(=O)OC2OC(=O)c2ccccc2)c(C)c1 (stereo not given),43%,-14%,8%,66%,2.3%,
Cc1ccc(OCC(O)CN2CCN(CC(O)COc3ccc(C)cc3)CC2)cc1 (stereo not given),16%,-10%,8%,0%,i,

# The listing (from the top)
SMILES,M. tuberculosis,H1N1 NS1A inhibition,Salmonella PhoP GFP,H37Rv inhibition,VEEV TC-83 Vero,others
Cc1ccc(NC2=C(Cl)C(=O)OC2OC(=O)c2ccccc2)c(C)c1 (stereo not given),43%,-14%,8%,66%,2.3%,
Cc1ccc(OCC(O)CN2CCN(CC(O)COc3ccc(C)cc3)CC2)cc1 (stereo not given),16%,-10%,8%,0%,i,
COc1ccc(C2(O)CCN(C(=O)Cc3cccnc3)CC2)cc1,-6%,4%,0%,-2%,1.7%,
Cc1cc(C)c2c(N=NN3CCCCC3)[nH]nc2n1,24%,1%,0%,-6%,2.4%,
COc1ccccc1NC(=O)N1CCN(c2cccc(C(F)(F)F)c2)CC1,-13%,-6%,-1%,-8%,0.8%,
O=C1/C(=C\c2cc3c(cc2Br)OCO3)N2CCC1CC2,19%,-14%,-14%,-1%,0.8%,
O=C(NCCN1CCOCC1)/C(=C\c1ccccc1Cl)NC(=O)c1ccccc1,-10%,12%,3%,2%,1.0%,
COc1ccc(CCNC(=O)C(=O)NCc2ccc(C(C)C)cc2)cc1OC,0%,1%,-8%,-16%,2.2%,
Cc1nc(SCC(=O)N2CCCc3ccccc32)c2oc3ccccc3c2n1,1%,2%,1%,-1%,0.0%,
CCOC(=O)c1c(C)[nH]c(C(=O)COC(=O)COc2ccccc2C)c1C,60%,2%,7%,8%,1.7%,
COC(=O)CCC(=O)OC1(C)C(=O)C=C2C=C(C3CC3)N(c3ccccc3)C=C2C1=O (stereo not given),19%,4%,7%,13%,3.0%,
Cc1cc(C)cc(NC(=O)CCOc2ccccc2)c1,55%,-7%,-4%,-10%,3.5%,
CC(c1ccccc1)c1nnc(N)s1 (stereo not given),5%,-9%,1%,-5%,0.1%,
COCCn1c(COc2cccc(OC)c2)nnc1SCC(=O)N1CCOCC1,-18%,6%,0%,-4%,1.0%,
CC(=O)N(CCN(C(C)=O)c1ccccc1)c1ccccc1,3%,3%,-12%,0%,1.1%,
COc1ccc(/C=C/C(=O)Oc2cc(C)[nH]c(=O)c2[N+](=O)[O-])cc1OC,18%,-5%,3%,19%,i,
c1csc(-c2nc(-c3ccc(-c4ccon4)s3)no2)c1,-4%,7%,-4%,0%,12%,
Cc1cc(NC(=O)c2cccs2)cc(-c2nc3ncccc3o2)c1O,-8%,-8%,-6%,-11%,3.0%,
COCn1c(COc2ccc3ccccc3c2)nc2ccccc21,38%,-3%,-15%,-4%,4.7%,
C=CCOc1c(Br)cc(CNn2c(C)n[nH]c2=S)cc1OCC,-12%,0%,-2%,2%,1.3%,
CC1CCCCN1C(=O)CSc1nnc(-c2cccnc2)o1 (stereo not given),1%,-7%,0%,-11%,1.1%,
O=S(=O)(NCC1(N2CCOCC2)CCCCC1)c1ccc(F)cc1,-2%,-6%,1%,-3%,0.7%,
CS(=O)(=O)N(CC(=O)Nc1cc(Cl)ccc1Cl)c1ccccc1Cl,4%,-12%,-2%,-17%,5.0%,
O=C(Cn1cnc2c(cnn2-c2ccccc2)c1=O)NCCc1ccccc1,-5%,-3%,6%,-5%,0.4%,
N#Cc1cc(C(=O)c2ccccc2OCC(=O)Nc2ccccc2)cn(C2CCCCC2)c1=O,76%,5%,0%,6%,0.7%,
O=C(Nc1ccccn1)c1ccc2ccccc2n1,23%,8%,0%,14%,1.2%,
CCCCc1c(C)[nH]c(C(=O)OCC)c1C,-1%,0%,9%,-1%,i,
COc1cccc(C(=O)Nc2cccc(SC)c2)c1,32%,2%,23%,0%,8.1%,
CCC(C)c1ccc(NC(=O)C2CCN(c3ccc(C(F)(F)F)cn3)CC2)cc1 (stereo not given),52%,2%,-5%,48%,0.5%,
Cc1noc(C)c1CSCC(=O)N(C)CC(=O)Nc1ccc(Cl)c(Cl)c1,24%,-3%,-4%,40%,3.5%,
CCN(CC)C(=O)CSc1ncnc2c1cnn2Cc1ccccc1,28%,-4%,-1%,2%,3.5%,
Cn1c(COc2ccc(F)cc2)nnc1SCC(=O)NC1CC1,-1%,-9%,-9%,-3%,0.6%,
O=C(N/N=C/c1c[nH]c2ccc(Br)cc12)c1ccn(Cc2ccc(Cl)cc2)n1,33%,8%,0%,2%,7.7%,
O=C(COC(=O)Cc1ccccc1F)Nc1ccc(SC(F)F)cc1,?,-9%,-2%,.,0.3%,
COc1cc(N2Cc3ccccc3C2)ccc1C=O,6%,-1%,-3%,-8%,0.2%,
O=C(Nc1ccccc1)C1=C[C@H](c2ccccc2)C[C@H](OCc2ccc(CO)cc2)O1,7%,3%,-7%,9%,1.7%,
Cc1ccc(/C=N/NC(=O)CSc2nc3nc(C)cc(C)n3n2)cc1,-10%,-6%,3%,3%,0.6%,
COc1ccc(C2=Nc3cc(C)ccc3OC2)cc1,23%,1%,-3%,1%,7.7%,
CCOc1ccc(OCCOCCOc2ccccc2Cl)cc1,77%,2%,-8%,12%,0.9%,
CC(=O)Nc1ccc(S(=O)(=O)N2CCN(C3CCCCCCC3)CC2)cc1,4%,4%,8%,-5%,i,

# Copied from the listing for reference:
SMILES,M. tuberculosis,H1N1 NS1A inhibition,Salmonella PhoP GFP,H37Rv inhibition,VEEV TC-83 Vero,others
CC1CCCCN1C(=O)CSc1nnc(-c2cccnc2)o1 (stereo not given),1%,-7%,0%,-11%,1.1%,
O=S(=O)(NCC1(N2CCOCC2)CCCCC1)c1ccc(F)cc1,-2%,-6%,1%,-3%,0.7%,
CS(=O)(=O)N(CC(=O)Nc1cc(Cl)ccc1Cl)c1ccccc1Cl,4%,-12%,-2%,-17%,5.0%,

# Next part
SMILES,M. tuberculosis,H1N1 NS1A inhibition,Salmonella PhoP GFP,H37Rv inhibition,VEEV TC-83 Vero,others
O=C(CS(=O)CC(=O)Nc1ccccc1-c1ccccc1)Nc1ccc(F)cc1 (stereo not given),-2%,6%,8%,-12%,0.5%,
Cc1ccc(N=C2C(=O)Nc3ccccc32)cc1,11%,-5%,-8%,0%,i,
Cc1ccc(C(=O)Nc2cc([N+](=O)[O-])ccc2F)s1,2%,-1%,-8%,5%,0.4%,
COc1ccc(S(=O)(=O)N2CCOCC2)cc1NC(=O)Cc1ccc2c(c1)OCCO2,8%,-1%,.,-1%,6.2%,
O=C(COC(=O)c1ccccc1C(=O)c1ccccc1)NCCc1ccccc1,61%,1%,-13%,3%,i,
CC1Cc2nc(SCC(=O)NCCc3ccccc3)n(C)c(=O)c2S1 (stereo not given),.,5%,20%,4%,3.3%,
O=C(c1ccccn1)N(Cc1cc2ccccc2[nH]c1=O)C1CCCCC1,1%,-1%,2%,-8%,8.6%,
O=CNc1ccc2c3c(cccc13)-c1ccccc1-2,.,-9%,.,.,2.8%,
O=C(NCC1CCCO1)c1onc(CSc2ccccc2)c1C(=O)O (stereo not given),3%,-23%,0%,-5%,0.1%,
COC(=O)c1cc(NC(C)=O)ccc1N1CCOCC1,-12%,6%,4%,-2%,0.6%,
CC(C)(C)SCCNC(=O)CN(c1ccc(F)c(Cl)c1)S(C)(=O)=O,-6%,5%,3%,-10%,i,VEEV TC-83 Vero 10K pilot screen=1.0
O=C(NC1CCN(C(=O)Nc2ccccc2Cl)CC1)c1ccccc1,0%,-5%,4%,0%,2.3%,
N#C/C(=N\Nc1ccccc1)C(N)=S,?,2%,4%,3%,5.8%,
O=C(CCn1cccc1)Nc1cccc(F)c1,-7%,-13%,-7%,-12%,i,
CC(=O)c1cc(-c2ccccc2)n(CC(=O)NC(C)(C)C)c1C,-13%,1%,-9%,-17%,i,
CCOc1ccc(CCNC(=O)CCNC(=O)c2ccco2)cc1OCC,0%,-10%,-9%,-5%,1.7%,
O=C(NC1(Cc2ccccc2)CCN(Cc2ccc(-c3ccccc3)cc2)C1=O)c1ccccc1 (stereo not given),13%,1%,.,1%,?,
Cc1nnc(SCC(=O)NCc2ccccc2)[nH]c1=O,-4%,8%,1%,-3%,i,VEEV TC-83 Vero 10K pilot screen=0.0
CC1(C)CC(=O)CC(=Nc2ccc3[nH]c(=O)[nH]c3c2)C1,0%,-13%,2%,1%,i,
O=C(Nc1ccccc1C(=O)N1CCOCC1)c1cc2ccccc2o1,17%,-13%,-3%,1%,1.8%,
CCn1cc(/C=C(\NC(=O)c2ccc(OC)cc2)C(=O)N2CCN(C)CC2)c2ccccc21,.,0%,.,.,2.3%,
O=C(Nc1cc(Cl)ccc1N1CCOCC1)c1cc2ccccc2o1,-7%,-1%,2%,23%,1.2%,
COCCn1c(C)c(C)c2c(NCCc3ccccc3)ncnc21,8%,22%,-10%,7%,9.3%,
COc1ccc(C2=NS(=O)(=O)N(C)C(C(=O)N3CCOCC3)=C2)cc1OC,-25%,-5%,-10%,2%,0.9%,
COc1cccc(NC(=O)CNC(=O)c2ccc(OC)c(OC)c2)c1,-4%,-2%,-3%,-4%,0.6%,
O=C(Nc1cc(C(F)(F)F)ccc1N1CCOCC1)c1c(F)c(F)c(F)c(F)c1F,-5%,-16%,-4%,0%,0.2%,
CN(C)S(=O)(=O)c1ccc(Cl)c(NC(=O)C2CCN(S(=O)(=O)c3cccs3)CC2)c1,-5%,-2%,.,-10%,3.9%,
CC(C)CC(=O)NC(=S)Nc1ccc(N2CCN(C(=O)c3cccs3)CC2)cc1,?,4%,4%,5%,3.2%,
O=C(Cn1cc(SCc2ccc(F)cc2)c2ccccc21)N1CCOCC1,-24%,-7%,-3%,2%,2.4%,VEEV TC-83 Vero 10K pilot screen=1.8
O=C(O)c1ccccc1N=Nc1ccc(O)cc1,-3%,3%,-8%,-3%,0.0%,
COc1ccc(C(=O)Nc2ccc(NC(=O)c3ccccc3)cc2)cc1S(=O)(=O)N1CCOCC1,5%,8%,9%,-5%,0.9%,
CN(Cc1ccccc1)S(=O)(=O)c1ccc(N2CCCC2=O)cc1,-13%,-14%,.,-3%,3.9%,
O=C1c2ccccc2NC(c2ccc(O)cc2)N1Cc1ccco1 (stereo not given),22%,-2%,-9%,-4%,2.4%,
CCOC(=O)C1CCN(c2cc(C)nc3ccc(OC)cc23)CC1,69%,3%,1%,7%,1.4%,
CC(C)CC(=O)N1CC(=O)Nc2ccc(F)cc2C1c1ccccc1 (stereo not given),-12%,-6%,4%,12%,0.6%,
CCc1ccccc1NC(=O)CCC(=O)N1CCSc2ccccc21,34%,0%,-1%,-1%,2.2%,
CC(C)Cc1nnc(NS(=O)(=O)Cc2ccccc2)s1,19%,6%,-16%,-4%,i,
CCOCCCNc1ccc(N2C(=O)CCCC2=O)cc1[N+](=O)[O-],-7%,3%,1%,5%,0.7%,
N#Cc1cccc(NC(=O)CNc2cccc(S(=O)(=O)N3CCCC3)c2)c1,11%,0%,8%,-2%,9.8%,
CCOC(=O)c1ccc(NC(=O)CN2C(=O)CCC2=O)cc1,16%,-7%,1%,-4%,0.5%,

# Two records picked at random from those above, as already listed:
SMILES,M. tuberculosis,H1N1 NS1A inhibition,Salmonella PhoP GFP,H37Rv inhibition,VEEV TC-83 Vero,others
O=C1c2ccccc2NC(c2ccc(O)cc2)N1Cc1ccco1 (stereo not given),22%,-2%,-9%,-4%,2.4%,
O=C(O)c1ccccc1N=Nc1ccc(O)cc1,-3%,3%,-8%,-3%,0.0%,

# Following part.
SMILES,M. tuberculosis,H1N1 NS1A inhibition,Salmonella PhoP GFP,H37Rv inhibition,VEEV TC-83 Vero,others
CCN(CC)S(=O)(=O)c1ccc(C(=O)Oc2ccc3c(c2)OCO3)cc1,?,2%,4%,?,1.0%,
COc1ccc(N(Cc2cc3ccccc3[nH]c2=O)S(C)(=O)=O)cc1,3%,22%,1%,4%,i,
C/C(=N/NC(=O)Cc1c(C)[nH][nH]c1=O)c1ccc(O)cc1,5%,-1%,4%,5%,0.8%,
CC(C)NC(=O)c1cc(-c2ccco2)on1,6%,5%,-4%,-4%,3.9%,
CSc1ccccc1C(=O)NC1CCSc2ccccc21 (stereo not given),33%,12%,-13%,9.3µM*,i,
Cc1ccc(C)c(N2CCN(S(=O)(=O)c3ccc4c(c3)OCCO4)CC2)c1,12%,2%,0%,3%,1.3%,
Cc1ccc(CNS(=O)(=O)c2ccc3c(c2)C(C)(C)C(=O)N3C)cc1,25%,-1%,-18%,-8%,0.6%,
Cc1ccc(C)n1-c1cccc(NC(=O)c2ccccc2)c1,2%,9%,2%,-9%,6.0%,
CCCCN(C(C)=O)C1CC(=O)N(c2ccc(OCCC)cc2)C1=O (stereo not given),0%,-20%,2%,-6%,i,
CC1CN(C(C)C)C(=S)NC1=O (stereo not given),.,-13%,.,.,1.0%,
